Efflux pump inh: antifungal efflux pump inhibition, Nile Red retention | S. cerevisiae Candida pump triplex | inhibition, % at 10 µM | hit rate 0.44% among 330,000 | AID 485275;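 active = plate passing quality check with inhibition over a set limit, or well fluorescence over plate mean plus 4 SD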;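 also: Nile Red retained in pooled yeast measured as flow cytometry median fluorescence; 0% = buffer negative control and 100% = Enniatin B positive control; higher means more Nile Red kept so more efflux inhibition; some compounds called inactive have numbers as strong as hits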
Fh CTSL1 inh: blocks F. hepatica cathepsin L1 in PFM18AAP counter-screen. recombinant F. hepatica cathepsin L1, Z-Leu-Arg-MCA fluorescence. inhibition, % at 5.96 µM. hit rate 0.49% among 300,000. AID 1906;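 active = inhibition above the mean of all tested compounds plus 3 SD, set per screening campaign, cut at about 17% in these data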;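 also: 0% = plate median of test compound wells and 100% = 1 µM Z-Phe-Ala-diazomethylketone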
TPT1 inhibitor: inhibitors of Candida albicans tRNA 2'-phosphotransferase TPT1. recombinant caTPT1, FP RNA substrate dephosphorylation. inhibition, % at 5 µM. hit rate 0.81% among 300,000. AID 1962;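 active = inhibition above the mean of all tested compounds plus 3 SD, set per screening campaign, cut at about 24% in these data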;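 also: plate controls were DMSO alone for no effect and ferristatin control at 100 nM for full effect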
HCV core dimer: HCV core protein dimerization inhibition | TR-FRET GST/Flag-core106 dimerization, 1536-well | inhibition, % at 5 µM | hit rate 0.33% among 300,000;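 active = inhibition above the mean of all tested compounds plus 3 SD, set per screening campaign, cut at about 45% in these data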
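Material: GST/Flag-tagged HCV core106 proteins. Incubation: 4 h, 22.5 °C incubation. Read-out basis: inhibition (%) from 671 over 617 nm ratio. Measured by: TR-FRET, excitation 340 nm, emission 617 and 671 nm.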
JMJD2C inh: inhibitors of human GASC-1 (JMJD2C) demethylase. GST-JMJD2C(1-420) H3K9me3 demethylation, DELFIA europium. inhibition, % at 2.35 µM. hit rate 0.069% among 330,000. AID 2099;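 active = more than half of a compound's replicate wells show inhibition beyond 50%, single wells judged on their own value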;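 also: signal counts dimethyl H3K9 product captured on neutravidin plate; 0% = median of DMSO wells and 100% = 0.3 times that DMSO median; strong numbers were not always called active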
Target sequence (Q9H3R0 1-420 limits assumed): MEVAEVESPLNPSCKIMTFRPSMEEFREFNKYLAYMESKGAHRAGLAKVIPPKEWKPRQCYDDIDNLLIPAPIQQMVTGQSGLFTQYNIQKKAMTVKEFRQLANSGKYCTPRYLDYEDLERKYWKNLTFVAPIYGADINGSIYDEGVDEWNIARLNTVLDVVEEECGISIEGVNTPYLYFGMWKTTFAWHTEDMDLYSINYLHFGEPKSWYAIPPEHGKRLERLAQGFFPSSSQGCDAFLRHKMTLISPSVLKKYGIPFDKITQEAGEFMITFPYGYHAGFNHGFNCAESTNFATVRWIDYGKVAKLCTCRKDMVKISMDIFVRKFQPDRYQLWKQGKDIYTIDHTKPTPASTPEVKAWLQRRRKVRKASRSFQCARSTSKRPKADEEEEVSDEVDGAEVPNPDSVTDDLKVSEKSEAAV
proCasp7 act: activates human procaspase-7, counter-screen for procaspase-3 activators | activation, % at 8.5 µM | recombinant procaspase-7, Ac-DEVD-pNA absorbance 405 nm; D23A/D198A/D206A triple mutant, cannot self-cleave; scale: DMSO 0, 5 µM enzyme 100 | AID 463210 | P55210 | hit rate 0.093% among 330,000;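 active = percent activation above the screen-wide mean plus 3 SD, cut at about 25% in these data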
Target sequence (P55210 whole entry D23A/D198A/D206A): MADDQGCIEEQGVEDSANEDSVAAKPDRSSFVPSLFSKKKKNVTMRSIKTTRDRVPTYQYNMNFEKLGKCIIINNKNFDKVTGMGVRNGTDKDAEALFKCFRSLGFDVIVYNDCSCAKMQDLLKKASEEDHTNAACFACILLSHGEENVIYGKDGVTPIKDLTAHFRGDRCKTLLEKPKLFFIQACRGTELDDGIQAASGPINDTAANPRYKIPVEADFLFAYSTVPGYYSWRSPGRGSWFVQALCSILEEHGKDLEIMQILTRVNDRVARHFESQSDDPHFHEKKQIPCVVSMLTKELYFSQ
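signal = Epi-absorbance of released pNA at 405 nm, two timepoints | assay system = Uncleavable procaspase-7 mutant enzyme | reagent = Ac-DEVD-pNA substrate, 400 µM as added | times = 1 h enzyme–compound preincubation and 2 h substrate reaction, both 25 °C | benchmarks = low DMSO alone, high DMSO plus 5 µM PC-7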
PP5 inh: inhibitors of human protein phosphatase 5 (PP5); P53041; purified PP5c, OMFP substrate fluorescence; inhibition, % at 6.7 µM; hit rate 0.18% among 320,000;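 active = inhibition above the campaign's mean inhibition across all tested compounds plus 3 SD, cut at about 9.5% in these data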;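 also: 0% = DMSO only and 100% = 100 µM cantharidin control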
procasp3 activ: activators of human procaspase-3 | P42574 | recombinant procaspase-3 D3A, Ac-DEVD-pNA absorbance 405 nm | activation, % at 8.5 µM | hit rate 0.11% among 330,000;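 active = activation above the mean of all tested compounds plus 3 SD, cut at about 21% in these data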;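 also: 0% = DMSO alone and 100% = DMSO wells spiked with extra 5 µM PC-3 D3A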
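Test system: Procaspase-3 D3A mutant; medium: Zinc-free HEPES/NaCl buffer with 0.01% Triton X-100 at pH 7.4; reagent: DEVD-pNA substrate; doses: one concentration, 8.5 µM nominal, 0.8% DMSO; times: 1 h preincubation plus 2 h reaction at 25 °C; signal: Epi-absorbance at 405 nm of released p-nitroaniline, 0 and 120 min; replicates: singlicate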
PP1 counter: counter-screen for PP5 inhibitors: inhibitors of human PP1-alpha; P62136; AID 2235; purified PP1alpha, OMFP fluorescence; inhibition, % at 6.7 µM; hit rate 0.9% among 320,000;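 active = inhibition above the mean inhibition of all tested compounds plus 3 SD, computed separately for each screening campaign, cut at about 15% in these data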
Target sequence (P62136 whole entry, looked up): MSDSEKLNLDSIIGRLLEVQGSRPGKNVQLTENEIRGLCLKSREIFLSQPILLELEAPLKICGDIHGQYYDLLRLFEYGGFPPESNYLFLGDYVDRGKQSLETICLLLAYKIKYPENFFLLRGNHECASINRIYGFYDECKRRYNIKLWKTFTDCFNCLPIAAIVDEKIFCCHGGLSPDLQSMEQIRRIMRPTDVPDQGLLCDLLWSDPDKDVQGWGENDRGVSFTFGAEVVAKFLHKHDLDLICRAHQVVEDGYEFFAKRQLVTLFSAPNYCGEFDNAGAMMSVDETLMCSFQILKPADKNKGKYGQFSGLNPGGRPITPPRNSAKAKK
Starred values were filed as active, the others as inactive; . = no result given; & = joins results of further samples. The order is random, and some 2.9% of all compounds hit somewhere here.

Structure,PP5 inh,procasp3 activ,JMJD2C inh,Efflux pump inh,PP1 counter,Fh CTSL1 inh,TPT1 inhibitor,proCasp7 act,HCV core dimer
CC(C)(C)OC(=O)N1CCC(c2c(C(=O)N3CCN(C4CCCCC4)CC3)cnn2-c2ccc(F)cc2)CC1,0.0,1.0,63.2,-0.1,-1.4,-0.4,-1.1,1.0,-2.8
CC1CCCCN1C(=O)c1ccc(S(=O)(=O)N2CCCCC2C)cc1 (stereo unspecified),0.4,1.4,6.9,-0.1,-5.2,-4.2,-1.7,17.1,-0.3
O=C(CCc1c[nH]c2ccccc12)NC(Cc1c[nH]c2ccccc12)C(=O)O (stereo unspecified),1.6,0.2,7.2,0.0,2.1,-0.8,2.2,4.0,-7.8
Cc1ccc(/C=C(\C#N)C(=O)NC(C)C)o1,0.1,-0.7,-9.7,0.1,-3.7,9.0,0.8,5.9,1.6
Cc1ccc(NCc2n[nH]c(=S)n2-c2ccccc2)c(C)c1,-2.0,-7.8,-12.1,-0.1,-6.1,9.9,0.0,-27.4,1.5
CC(C)CCNC(=O)c1cn(C)c2ccc(S(=O)(=O)N3CCCC3)cc2c1=O,-1.7,-0.3,-3.7,-0.1,-2.9,0.3,-2.2,12.7,11.3
O=C(N1CCOCCOc2ccccc2OCCOCC1)C(F)(F)F,-1.4,-16.7,-16.6,-0.1,-2.4,0.7,-6.6,0.7,-10.7
O=C(CCC1CCCN(C(=O)c2ccccc2Cl)C1)N1CCN(c2ccccn2)CC1 (stereo unspecified),0.1,1.5,-14.8,0.0,-2.3,-2.1,-0.6,-5.8,-4.0
COc1ccccc1N1CCN(C(=O)CCS(=O)(=O)c2ccc3c(c2)NC(=O)C(C)S3)CC1 (stereo unspecified),5.0,-6.6,5.8,0.3,0.1,-0.2,-3.7,-3.0,-6.2
N/C(=N\OC(=O)c1ccc2ccccc2c1)c1ccncc1,0.1,2.0,14.6,0.1,2.2,-3.8,0.9,8.9,-6.0
CCN(CC)C(=O)C1CCCN(Cc2ccccc2)C1 (stereo unspecified),3.5,0.9,-0.8,0.0,5.2,-1.9,-3.8,-2.0,-3.4
CCOn1c(SC(C)C)nc2ccccc2c1=O,3.3,-3.4,8.5,0.0,-2.4,1.6,-3.0,0.6,-5.9
COc1ccccc1NC(NC(=O)c1cccnc1)C(Cl)(Cl)Cl (stereo unspecified),-0.9,4.8,47.1,0.2,0.1,1.8,-1.7,6.2,-3.1
O=C(Nc1c(F)cc(F)cc1Br)C1CCCO1 (stereo unspecified),-0.4,-10.5,4.2,0.1,5.8,-1.0,-1.1,12.4,1.0
O=C1OC(/C=C/c2ccc(Cl)cc2Cl)=NC/1=C\c1cccs1,2.1,2.8,13.4,0.3,-2.4,2.8,19.0,-15.4,26.3
O=C(Cn1c(=O)oc2ccccc21)Nc1ccccc1N1CCOCC1,0.3,-1.7,8.2,-0.1,4.5,-3.3,2.7,8.3,1.2
Cc1ccc2c(c1)c1c(n2CC(O)Cn2nc(C)c(Br)c2C)CCCC1 (stereo unspecified),1.0,-1.8,-1.6,0.1,-1.1,6.2,-1.9,-6.9,-4.1
Cc1ccc(S(=O)(=O)N(C)C)cc1NC(=S)NC(C)CCC(C)C (stereo unspecified),2.1,-2.4,-1.4,-0.7,2.6,2.1,-2.3,1.8,7.9
O=C(c1ccccc1)c1ccc2nc[nH]c2c1,2.7,5.3,-1.2,-0.1,-2.8,0.7,3.2,-4.4,-0.7
CCCCN(C/C=C/c1ccccc1OC)Cc1ccccc1,5.1,5.0,-3.6,0.1,-2.1,-1.5,1.9,-4.1,2.8
CSc1nnc2c(n1)OC(C)N(C(=O)c1ccccc1)c1ccccc1-2 (stereo unspecified),2.4,-1.9,86.7,-0.1,0.8,-1.4,0.6,-5.3,-6.1
CCOC(=O)C[C@H]1c2cc(C(F)(F)F)ccc2S(=O)(=O)N1C(C)C,0.0,4.0,-6.9,-0.1,-2.0,2.2,2.0,11.0,7.7
Cc1cc(C)n(CC(=O)NNC(=O)c2cccc(C(F)(F)F)c2)n1,-1.1,0.6,0.8,1.2,-5.2,-1.2,0.4,4.6,1.5
CCCN1CCN(CCCNC(=O)Cn2ncc3c4ccccc4n(C)c3c2=O)CC1,0.2,2.3,-7.9,-0.3,1.2,-6.8,-1.4,7.7,-6.5
CC1CN(C(=O)N(C)C)CCN1C(=O)N(C)C (stereo unspecified),-0.9,3.5,-2.5,0.0,-3.5,-0.5,-0.2,-3.9,-7.3
C=CCOC(=O)N1CCN(c2cccc(C(F)(F)F)c2)CC1,3.4,1.2,2.9,0.1,5.0,-1.7,-2.5,-4.3,-3.0
CCCCNc1c(N)n(CC(C)C)c(=O)[nH]c1=O,-0.9,7.0,5.0,-0.1,-0.5,-2.3,-11.1,0.8,-5.3
O=C(COC(=O)c1cc([N+](=O)[O-])ccc1N1CCOCC1)c1ccccc1Cl,1.2,-2.8,4.3,0.0,3.1,1.7,-1.0,-1.3,2.1
COc1ccc(C(=O)NC(=O)CSc2nnc(-c3ccco3)n2-c2ccccc2)cc1,3.6,-5.0,17.1,0.1,-1.2,2.3,-4.1,3.6,2.6
O=C(NCCCN1CCN(c2ccccc2F)CC1)C1CCN(S(=O)(=O)N2CCOCC2)CC1,1.7,0.8,-8.5&-3.6,-0.1,-2.5,0.4,-2.8,10.2,-6.5
COc1ccc(-c2nc(CS(=O)CC(=O)N3CCN(C)CC3)c(C)o2)cc1OC (stereo unspecified),-1.6,4.2,5.3,0.1,-2.5,-0.9,2.8,5.8,4.4
CCOC(=O)c1sc(=S)n(-c2ccc(Cl)cc2)c1C,4.6,13.7,-0.2,0.0,1.4,-0.1,-1.0,-0.1,-3.0
NC(=O)c1c(NC(=O)COC(=O)CSc2nnc(-c3ccc(Cl)cc3)o2)sc2c1CCC2,0.7,6.8,-17.0,-0.1,5.8,1.5,8.0,6.2,28.9
CCCCC(Sc1nc(N)c(NC(=O)c2ccc(OCC)cc2)c(=O)[nH]1)C(=O)O (stereo unspecified),0.8,7.0,13.7,0.0,-4.6,4.0,-1.9,-2.8,-7.0
c1csc(-c2cn3ccc4ccccc4c3n2)c1,0.6,-0.3,15.8,0.3,2.1,5.0,1.2,0.7,4.6
COc1ccc(Nc2n[nH]c(N)c2C(N)=O)cc1,0.7,1.6,5.5,-0.1,-5.5,-0.5,1.7,8.8,-2.2
CCOC(=O)Cc1csc(NC(=O)CN(C)S(=O)(=O)c2cccc3cccnc23)n1,2.2,-4.0,.,0.0,0.4,-0.4,1.2,-4.7,2.6
COc1ccc(CCNC(=O)CSc2nc(N)cc(=O)[nH]2)cc1OC,-0.1,-1.1,-11.4,0.2,-3.1,3.3,-3.0,1.7,-0.6
CCOC(=O)c1nnn(-c2nonc2N)c1CN1CCCC1,-4.4,9.0,19.5,-0.2,7.2,-4.2,-1.7,0.7,-1.4
COc1ccc(N(C)C(=O)CCS(=O)(=O)c2cccc3nonc23)c(OC)c1,0.0,-2.1,2.6,0.0,-3.4,-1.1,-1.3,3.5,0.3
O=C(CSCc1ccc(Cl)cc1)Nc1ccc(-c2nnc(-c3ccccc3)o2)cc1,-1.9,2.3,-1.1,-0.1,-3.3,1.1,1.5,4.8,5.4
CCC(C)NC(=O)CNC(=O)Cn1c(C)cc2ccccc2c1=O (stereo unspecified),1.5,-5.9,-3.9,0.0,-1.7,-2.4,2.7,1.2,2.5
O=c1oc(C2(O)CCCCC2)cc2ccc(Br)cc12,3.4,-8.0,-5.5,-0.1,0.4,.,.,-0.2,.
CN(Cc1ccccc1)C(=O)C1CCCN1S(=O)(=O)c1ccc(Cl)cc1 (stereo unspecified),-0.5,-0.7,8.6,-0.1,-1.6,.,.,-1.2,.
CCOC(=O)CSc1nnc(CSc2nc(C)cc(C)n2)n1Cc1ccco1,-0.3,-6.1,-3.3,0.1,-0.4,-1.1,0.2,-6.4,4.3
COc1cc(N)c(Cl)cc1C(=O)OCC(=O)Nc1cccnc1Cl,1.0,2.0,-3.7,-0.4,-4.2,1.4,-0.4,-4.4,2.9
CCOC(=O)Cc1csc(/N=C/c2c(O)n(-c3ccc(C)c(C)c3)c(=O)c3ccccc23)n1,0.2,-1.3,-14.5,-0.4,0.1,0.2,-0.5,-1.9,-0.9
COCC1CCN(C(=O)CCc2nnc(CCCCc3ccccc3)o2)CC1,1.3,-0.8,-8.7,-0.1,-1.5,-2.6,-0.8,2.5,2.2
Cc1cc(C)nc(Nc2ncc(O)n2-c2ccc(C)c(Cl)c2)n1,0.7,9.0,.,-0.1,-4.2,-1.0,-4.8,2.2,-0.7
CC(CC(=O)Nc1ccccc1)NCCCN1CCCC1=O (stereo unspecified),2.1,6.2,2.7,0.2,-1.8,-2.4,2.2,2.9,-4.1
CC(C)CC(NC(=O)OC(C)(C)C)C(=O)NCc1ccccc1 (stereo unspecified),2.1,1.9,7.5,0.1,-3.4,7.2,-2.3,4.5,-2.6
CC(C)C(C)(C#N)NC(=O)CSc1nc2scc(-c3ccco3)c2c(=O)n1-c1ccccc1 (stereo unspecified),0.7,-12.2,-23.6&3.0,0.2,6.6,5.4,1.0,-0.1,37.6
Cc1cc(C)c(C(=O)NC2CCCc3c2cnn3-c2cccc(C)c2C)o1 (stereo unspecified),2.3,1.9,-5.8,-0.2,2.5,0.1,-1.1,4.1,14.9
CC(=O)N1C(=O)C2(C(C#N)=C(N)Oc3n[nH]c(-c4ccccn4)c32)c2ccccc21 (stereo unspecified),4.1,2.3,7.9,0.0,1.1,8.7,0.6,3.2,-0.8
Cc1ccc(Nc2nc(C)cc(C)c2C(N)=O)c(C)c1,-1.4,-0.2,6.9,-0.1,-0.5,5.1,1.4,9.5,6.0

For convenience, part of the list above.
Structure,PP5 inh,procasp3 activ,JMJD2C inh,Efflux pump inh,PP1 counter,Fh CTSL1 inh,TPT1 inhibitor,proCasp7 act,HCV core dimer
Cc1cc(C)c(C(=O)NC2CCCc3c2cnn3-c2cccc(C)c2C)o1 (stereo unspecified),2.3,1.9,-5.8,-0.2,2.5,0.1,-1.1,4.1,14.9
CC(=O)N1C(=O)C2(C(C#N)=C(N)Oc3n[nH]c(-c4ccccn4)c32)c2ccccc21 (stereo unspecified),4.1,2.3,7.9,0.0,1.1,8.7,0.6,3.2,-0.8
Cc1ccc(Nc2nc(C)cc(C)c2C(N)=O)c(C)c1,-1.4,-0.2,6.9,-0.1,-0.5,5.1,1.4,9.5,6.0
